WRN inhibitor: qHTS for Inhibitors of WRN Helicase; Bifunctional 3'-5' exonuclease/ATP-dependent helicase WRN (Homo sapiens), Q14191; WRN helicase unwinding, fluorescent forked duplex, kinetic; Potency, µM (titrated, usually from 114 µM), for inactives: top-dose activity change, negative = inhibition, actives largely listed as inhibitors; actives 0.46% (n = 360,000); AID 651768, 2012; also: potency is read from the fitted curve at half-maximal effect; % is scaled to controls: 0 for no effect and ±100 for the full control effect; nearly all actives have a fitted effect of over 55% in size
Target sequence (Q14191 whole entry, looked up): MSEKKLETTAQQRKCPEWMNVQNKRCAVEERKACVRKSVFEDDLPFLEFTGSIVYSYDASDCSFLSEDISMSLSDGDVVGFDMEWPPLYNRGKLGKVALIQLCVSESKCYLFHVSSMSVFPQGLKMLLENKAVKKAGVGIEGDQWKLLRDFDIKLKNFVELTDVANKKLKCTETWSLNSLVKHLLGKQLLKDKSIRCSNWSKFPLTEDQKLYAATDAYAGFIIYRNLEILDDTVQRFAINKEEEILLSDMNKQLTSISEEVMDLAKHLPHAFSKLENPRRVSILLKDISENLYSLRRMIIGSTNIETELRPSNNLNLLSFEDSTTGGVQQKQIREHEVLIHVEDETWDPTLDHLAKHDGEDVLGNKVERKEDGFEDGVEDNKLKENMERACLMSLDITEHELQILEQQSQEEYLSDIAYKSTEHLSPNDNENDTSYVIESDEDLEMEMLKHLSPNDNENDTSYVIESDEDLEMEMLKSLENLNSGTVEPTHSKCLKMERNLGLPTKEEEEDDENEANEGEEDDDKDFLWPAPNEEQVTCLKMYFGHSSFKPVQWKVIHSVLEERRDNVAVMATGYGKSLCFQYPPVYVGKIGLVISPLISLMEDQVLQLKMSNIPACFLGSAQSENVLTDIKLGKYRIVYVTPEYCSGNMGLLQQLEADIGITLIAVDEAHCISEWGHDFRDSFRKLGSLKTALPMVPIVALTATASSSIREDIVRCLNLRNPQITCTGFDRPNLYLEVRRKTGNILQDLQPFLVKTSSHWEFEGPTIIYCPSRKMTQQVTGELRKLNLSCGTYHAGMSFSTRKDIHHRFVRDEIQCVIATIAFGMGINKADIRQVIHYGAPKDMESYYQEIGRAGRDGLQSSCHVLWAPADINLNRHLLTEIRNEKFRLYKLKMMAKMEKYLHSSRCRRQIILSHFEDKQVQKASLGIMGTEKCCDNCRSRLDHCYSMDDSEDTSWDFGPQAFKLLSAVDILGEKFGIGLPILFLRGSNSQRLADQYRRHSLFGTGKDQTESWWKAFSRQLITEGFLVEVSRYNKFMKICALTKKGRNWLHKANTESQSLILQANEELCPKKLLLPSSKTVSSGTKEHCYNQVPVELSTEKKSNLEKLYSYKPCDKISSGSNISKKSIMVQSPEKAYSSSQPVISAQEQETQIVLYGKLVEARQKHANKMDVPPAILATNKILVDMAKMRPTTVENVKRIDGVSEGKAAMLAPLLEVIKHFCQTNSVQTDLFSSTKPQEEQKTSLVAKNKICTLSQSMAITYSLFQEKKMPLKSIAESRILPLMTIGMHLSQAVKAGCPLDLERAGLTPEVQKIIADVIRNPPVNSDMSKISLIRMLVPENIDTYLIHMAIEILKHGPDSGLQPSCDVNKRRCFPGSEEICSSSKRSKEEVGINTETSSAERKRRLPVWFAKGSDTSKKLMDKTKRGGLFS
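WRN at 20 nM final preincubated with compound 15 min at room temperature; reaction started with 100 nM fluorophore/quencher forked duplex oligonucleotide and 2 mM ATP final. Unwinding followed kinetically by red fluorescence (ex 525, em 598 nm).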
IL2 activator: qHTS of IL-2 Activators | IL-2 activation reporter assay, cell-based qHTS; stimulated with anti-CD3/CD4/CD28 beads; in transgenic mouse T cells | activation, % (series mostly up to about 46 µM) | actives 0.065% (n = 360,000); in the data active = activation above about 50%; inconclusive = mostly about 30% to 49%; also: 0% is about no effect
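Readout: EGFP and DsRed signals by fluorescent plate cytometry. Unstimulated transgenic mouse T cells received compound 60 min before antibody-bead stimulation, then incubated 18 h at 37 degrees C.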
Abeta rescue: qHTS for compounds that reverse cellular toxicity of Amyloid beta (A-beta) peptide in yeast: Primary Screen. Potency, µM (highest dose often 46.1 µM), inactives show at the highest dose growth rescue, usual class: activators. actives 0.063% (n = 410,000). yeast expressing A-beta42, growth rescue, OD600, 48 h; response scale: 0% DMSO, 100% iron-clioquinol control. AID 1347071, 2019; also: potency is read from the fitted curve at half-maximal effect; nearly all actives have a fitted effect of over 55% in size
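Growth rescue measured by 600 nm absorbance after 48 h yeast culture at 30 C with compound. Values normalized between DMSO and an equimolar ferric chloride plus clioquinol control.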
PLK1 PBD block: qHTS for Inhibitors of PLK1-PDB (polo-like kinase 1 - polo-box domain): Primary Screen. Serine/threonine-protein kinase PLK1 (Homo sapiens), P53350. Plk1 PBD binding of FITC phosphopeptide, fluorescence polarization. Potency, µM, inactives show max response, negative = inhibition, most hits filed as inhibitors. actives 2.8% (n = 360,000). AID 720504, 2013; also: potency is read from the fitted curve at half-maximal effect; series mostly up to about 57 µM; % is scaled to controls: 0 for no effect and ±100 for the full control effect; nearly all actives have a fitted effect of over 65% in size
PI5P4K alpha inh: qHTS for Inhibitors of phosphatidylinositol 5-phosphate 4-kinase (PI5P4K) | Phosphatidylinositol 5-phosphate 4-kinase type-2 alpha (Homo sapiens), P48426 | PI5P4Kalpha enzyme, ADP-Glo luminescence, 60 min; stronger effect = lower value | max response, % | actives 1.2% (n = 330,000) | AID 652105, 2013; active = max response of -50% or lower; inconclusive = between -30% and -50%; inactive = -30% or higher; also: value at the top dose of about 77 µM; % is scaled to controls: 0 for no effect and ±100 for the full control effect
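PI5P4Kalpha ADP-Glo assay; 5 microM ATP final; 60 min RT reaction; HEPES pH 7.4/EGTA/CHAPS, 5% DMSO; controls lacking substrate or enzyme; luminescent end-point.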
EPAC1 agonist: qHTS for Agonist of cAMP-regulated guanine nucleotide exchange factor 3 (EPAC1): primary screen; AID 720707, 2013; Potency, µM (doses to about 154 µM), without a hit: top-dose activation, usual class: activators; actives 0.073% (n = 360,000); EPAC1 agonist qHTS, biochemical assay; response scale: 100% = response to 6.5 mM cAMP; Rap guanine nucleotide exchange factor 3 (Homo sapiens), O95398; also: potency is read from the fitted curve at half-maximal effect; nearly all actives have a fitted effect of over 60% in size
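Read-out is the fluorescence drop as BODIPY-GDP leaves Rap1B (480 nm excitation, 540 nm emission), recorded every 5 minutes over 30 minutes. Reactions held 100 nM EPAC1, 250 nM Rap1B–BODIPY-GDP and 50 uM GDP, with 6.5 mM cAMP setting full activation.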
EPAC1 antagonist: qHTS for Antagonist of cAMP-regulated guanine nucleotide exchange factor 3 (EPAC1): primary screen; AID 720709, 2013; EPAC1 GEF assay, Rap1b-BODIPY-GDP exchange fluorescence; Rap guanine nucleotide exchange factor 3 (Homo sapiens), O95398; actives 0.14% (n = 360,000); Potency, µM (highest dose often 115 µM), inactives show at the highest dose activity change, negative = inhibition, most hits filed as inhibitors;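 also: potency is read from the fitted curve at half-maximal effect; plate controls were vehicle for no effect and positive control for full effect; nearly all actives have a fitted effect of over 50% in size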
aSyn yeast inh: qHTS of alpha-syn Inhibitors | Yeast expressing alpha-synuclein, growth rescue, BacTiter-Glo, 24 h | Potency, µM (titrated, usually from 46.1 µM), for inactives: at the highest dose growth rescue (activation), hits mostly activators | actives 0.14% (n = 370,000) | AID 652106, 2013; also: potency is read from the fitted curve at half-maximal effect; % of control where 0% means no effect; nearly all actives have a fitted effect of over 65% in size
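Readout is rescue of growth in alpha-synuclein-expressing yeast, so inhibitors of toxicity appear as activators. Growth after 24 hr at 30 deg C in galactose medium is quantified by luminescence.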
FUS suppressor: qHTS for Suppressors of FUS Proteinopathy: Primary screen using FUS-linked yeast assay | S. cerevisiae FUS-expressing, growth rescue, OD600, 24 h | Potency, µM (highest dose often 76.6 µM), inactives show at the highest dose growth rescue (activation), usual class: activators | actives 0.24% (n = 390,000) | AID 1347120, 2019;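 also: potency is read from the fitted curve at half-maximal effect; plate controls were DMSO vehicle for no effect and reference control for full effect; nearly all actives have a fitted effect of over 55% in size; some results filed as inactive show a strong effect at the top dose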
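Cultures pregrown in 2.5% raffinose medium are shifted to minimal medium containing 2% galactose to express toxic FUS. Compounds are tested at several concentrations. After 24hr at 30C, growth is quantified at 600 nm absorbance.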
An asterisk follows results filed as active; ? = inconclusive; . = no result given; [ ] = another dose, or the depositor's remark. Unless noted, calls follow the shape of the dose curve; as a rule, active = well fitted curve in the direction sought with a large enough effect; inconclusive = small, poorly fitted or top-dose-only effect, or another doubt; inactive = no such curve, though single readings can be large; an effect the other way counts as inactive or inconclusive.

SMILES | WRN inhibitor | IL2 activator | Abeta rescue | PLK1 PBD block | PI5P4K alpha inh | EPAC1 agonist | EPAC1 antagonist | aSyn yeast inh | FUS suppressor
CCOC(=O)C1(Cc2cccc(F)c2)CCN(CC2CC2)CC1 | 6.6% | -1.5 | -3.0% | -12.3% | -0.2 | -2.6% | -4.0% | -2.9% | 15.0%
CC(=O)Nc1nc(C)c(Cc2ccccc2)c(=O)[nH]1 | -5.4% | 2.0 | 31.1% | 0.0% | 4.3 | 0.4% | -2.7% | 0.6% | -19.6%
CCOc1ccc(C2C(C(=O)c3ccco3)=C(O)C(=O)N2CCCn2ccnc2)cc1OC (stereo not given) | 3.5% | -0.7 | -7.2% | -22.5% | -9.3 | -2.5% | -24.2% | -2.5% | 0.0%
CC[C@]12c3[nH]c4cc(-c5ccco5)ccc4c3CCN1C(=O)[C@@H](CC(=O)NCCc1ccccn1)C[C@@H]2C(=O)N1CCN(C(=O)C2CC2)CC1 | -14.4% | -0.2 | -10.9% | -10.7% | -2.1 | -17.5% | 1.4% | -4.5% | 31.8%
CCCCc1nnc(NC(=O)C(=O)OCC)s1 | -0.1% | -1.0 | 22.8% | -26.0% | -0.5 | 4.1% | 2.9% | 0.1% | -9.0%
CCC(=O)Nc1cc2c3c(c1)CCC(=O)N3CCC2 | 3.1% | 2.9 | 8.2% | 2.0% | -0.9 | 2.4% | -4.9% | 1.2% | -10.6%
Cc1cc(=O)[nH]c2c1c(C)nn2-c1ccccc1 | -1.2% | -3.6 | -7.3% | -9.4% | 0.1 | 2.3% | -2.8% | 0.1% | 12.5%
COc1ccc(Cl)cc1NC(=S)NCCC(c1ccccc1)c1ccccc1 | -32.3%[57.1 µM] | -1.0 | ? | -1.3% | -0.4 | 8.7% | 0.2% | -8.4% | 8.1%
CCOC(=O)C1=C(NC(=S)NC(=O)c2ccccc2)c2ccccc2CC1C(C)C (stereo not given) | -2.6% | -0.1 | -2.3% | -9.6% | -0.9 | -6.8% | -19.5% | 6.3% | 37.0%
CCOc1ccc(-n2c(-c3ccccc3)nnc2-c2ccccc2)cc1 | -6.8% | -0.7 | 15.7% | 0.3% | -14.7 | -3.5% | -3.6% | -1.8% | 29.6%
Cc1cccc(NC(=O)C(C)OC(=O)CNC(=O)C2CCCCC2)c1 (stereo not given) | 4.4% | 1.1 | -5.4% | -11.1% | 1.9 | 8.3% | -17.0% | 0.3% | -24.7%
CS(=O)(=O)C1=NSC2=NC(=O)/C(=C\c3ccc(OS(=O)(=O)c4ccccc4)cc3)C(=N)N21 | -16.6%[11.6 µM] | 0.0 | -3.7% | 29.9µM* | -62.5* | -2.2% | ? | -3.1% | ?
CCCCCOC(=O)Cn1c(N2CCOCC2)nc2c1c(=O)[nH]c(=O)n2C | 13.2% | 0.0 | -2.1% | -6.2% | -0.2 | 1.5% | 6.0% | -1.2% | 1.5%
C#CCN(C[C@@H]1[C@@H](OC(=O)NCc2ccccc2)[C@@H](OC(=O)NCc2ccccc2)CN(C(=O)OC(C)C)N1C(=O)OC(C)C)S(=O)(=O)c1ccc(C)cc1 | -2.1% | -0.1 | 2.6% | ? | -0.1 | -10.5% | -2.9% | 2.8% | ?
CCc1ccc(NC2=NCC(=O)N2Cc2ccc3c(c2)OCO3)cc1 | -14.6%[57.1 µM] | -2.7 | -6.8% | -4.4% | 0.1 | -4.0% | -1.8% | -2.4% | 39.1%
Cc1onc(-c2ccccc2Cl)c1C(=O)N1CCN(C=O)CC1 | 5.5% | -2.1 | -7.8% | 0.8% | -0.4 | 9.1% | 19.0% | -0.7% | 0.4%
COC(=O)N1CCCCC1c1cc(C(=O)Nc2ccc(OC)cc2C)no1 (stereo not given) | 2.5% | 0.2 | 9.1% | 3.8% | 4.6 | 2.6% | 1.3% | 1.4% | -2.8%
CC1(C(=O)NCc2ccccc2)CN(S(C)(=O)=O)CC(=O)N1Cc1ccc2c(c1)OCO2 (stereo not given) | 5.0% | 1.0 | -14.6% | -2.5% | -10.9 | -2.0% | 13.2% | -3.3% | 7.3%
Oc1ccc(/C=N/NC(=S)N/N=C/c2ccc(O)cc2)cc1 | -8.7% | -2.6 | 19.2% | -22.6% | -51.0* | 0.1% | -11.9% | -18.0% | 27.4%
O=C1c2ccccc2C(Nc2ccc(Cl)cn2)N1Cc1ccccc1 (stereo not given) | -12.9% | -3.6 | -5.0% | 0.1% | 21.8 | -2.9% | -21.6% | 5.8% | -6.8%
COc1ccc(C(=O)Nc2ccc(Cl)cc2C(=O)NCc2ccco2)cc1 | 11.8% | -3.1 | -1.0% | -7.8% | 10.0 | -3.4% | 14.6% | -22.8% | 25.9%
COc1ccc(C2OC(CCc3ccccc3)Cc3[nH]c(=S)[nH]c(=O)c32)cc1 (stereo not given) | -7.0% | -1.2 | -9.1% | -0.7% | -4.1 | -10.4% | -21.1% | 0.1% | 40.9%
O=C(O)c1cc([N+](=O)[O-])ccc1NCCO | -17.7% | 0.6 | 6.7% | -3.4% | 1.0 | 9.3% | -11.5% | -1.3% | -8.2%
CCc1cccc(NC(=O)CCCn2nc(CC)n3c(cc4occc43)c2=O)c1 | -9.7% | 1.3 | -9.4% | -2.6% | 2.3 | -5.8% | -9.6% | -2.1% | 16.5%
CCOc1ccccc1N1CCN(C(=O)CCCN2C(=O)c3cccc4cccc(c34)C2=O)CC1 | -5.5% | -0.7 | -20.7% | -0.8% | 0.2 | 1.2% | -6.5% | -0.3% | 26.8%

Remaining list, next part
SMILES | WRN inhibitor | IL2 activator | Abeta rescue | PLK1 PBD block | PI5P4K alpha inh | EPAC1 agonist | EPAC1 antagonist | aSyn yeast inh | FUS suppressor
Cc1ccc(S(=O)(=O)c2cc3c(=O)n4ccccc4nc3n(CCc3ccccc3)c2=N)cc1 | -5.7% | ? | 2.5% | -10.8% | 5.2 | -7.3% | 0.8% | 0.5% | -4.9%
CC(=O)Nc1ccc2[nH]ccc2c1 | 8.2% | 0.4 | -16.9% | -12.6% | -4.0 | 1.7% | 1.3% | -1.1% | -11.4%
Cc1cc(Cl)ccc1OCCCC(=O)NCC1CCCO1 (stereo not given) | 2.2% | -1.5 | 1.7% | -3.2% | 2.1 | 0.4% | 16.5% | -1.4% | 23.7%
COc1cccc(C(NC(C)=O)c2nc(-c3ccoc3)cs2)c1 (stereo not given) | 9.0%[57.1 µM] | -0.6 | -5.2% | -13.4% | -2.4 | 9.0% | 3.8% | -0.5% | -3.1%
COC(=O)c1ccc2nc(-c3ccc(OC)c(OC)c3)c(CC3CCCCC3)n2c1 | -1.5% | -0.1 | 5.4% | -3.7% | 2.6 | 8.0% | -23.4% | 7.9% | 44.6%
CC1CN(S(=O)(=O)c2csc(C(=O)Nc3ccccc3)c2)CC(C)O1 (stereo not given) | -19.4% | -1.2 | 3.0% | 5.0% | -4.3 | -9.1% | 7.4% | -6.0% | .
Cc1nnc(C)n1/N=C/c1cc(Br)ccc1O | -11.8% | 0.1 | 8.5% | -8.2% | 1.7 | 4.2% | 9.2% | 13.1% | -32.4%
O=C(CCC(=O)NNc1nc2ccccc2c2nc(-c3ccccc3)nn12)NCCCN1CCOCC1 | -15.3% | -3.0 | -7.5% | -11.4% | -5.7 | -2.7% | -6.6% | -3.4% | .
CC(C)OC(=O)C1C2C=CC3(CN(CC4CCCO4)C(=O)C13)O2 (stereo not given) | 0.6% | 0.4 | 4.7% | -0.1% | 4.8 | 0.2% | -6.9% | 3.3% | 19.7%
COC(=O)C1=C(C)N(C)C(C)=C(C(=O)OC)C1c1cccc(Br)c1 | -6.7% | -0.5 | -1.0% | -4.8% | 0.5 | 10.2% | -6.4% | -0.5% | 2.3%
C=CCN=C1CCCc2c1[nH]c1ccc(C)cc21 | -2.0% | 0.1 | 26.6% | -7.7% | 2.2 | 3.2% | 1.1% | 9.9% | -32.8%
Cc1ccc2c(C(=O)CCl)c(C)[nH]c2c1 | -13.5% | -1.6 | -18.3% | -21.1% | 6.0 | 9.8% | -18.7% | -12.0% | 28.2%
COc1ccc(OCC(=O)NNC(=S)NC(=O)C2CC2)cc1 | -6.7% | 0.2 | ? | -15.3% | -24.0 | -12.8% | 3.9% | ? | -6.7%
COc1ccc(/C(C)=N/NC(=O)c2nc(C)cc(C)n2)cc1 | -4.5% | -1.2 | 1.8% | -7.8% | -0.2 | 4.7% | -9.5% | 0.2% | 14.0%
Cc1cccn2c(=O)c3cc(C(=O)NC4CCCCC4)n(C)c3nc12 | 4.3% | -3.4 | 13.6% | 1.2% | -0.9 | -4.6% | 4.5% | 4.4% | -10.9%
COc1ccccc1C(=O)OCC#CCSc1nnc(-c2cccc3ccccc23)o1 | . | 1.7 | -9.9% | . | . | 10.5% | 0.7% | . | 21.1%
Cc1nc(NCCc2ccccc2)c2nnn(Cc3ccccc3)c2n1 | 2.7% | -0.4 | -0.5% | -1.9% | -0.1 | 2.0% | -8.8% | 3.1% | -11.1%

Some entries already given, showing only IL2 activator, WRN inhibitor and aSyn yeast inh:
| molecule | IL2 activator | WRN inhibitor | aSyn yeast inh |
| --- | --- | --- | --- |
| COC(=O)C1=C(C)N(C)C(C)=C(C(=O)OC)C1c1cccc(Br)c1 | -0.5 | -6.7% | -0.5% |
| CC(C)OC(=O)C1C2C=CC3(CN(CC4CCCO4)C(=O)C13)O2 (stereo not given) | 0.4 | 0.6% | 3.3% |

Assay outcomes: PubChem BioAssay, National Center for Advancing Translational Sciences (NCATS)
